BRCA1 expr up: qHTS Assay to Identify Small Molecule Activators of BRCA1 Expression; MCF7-BRCA1-FFLuc reporter, luminescence, 48 h; response scale: scaled: vehicle 0%, 10 µM genistein 100%; Potency, µM (top dose mostly 46.1 µM), without a hit: top-dose activation, most hits filed as activators; hit rate 1.1% among 380,000; AID 624202, 2012; further: potency means the concentration at half of the fitted maximal effect; nearly all actives have a fitted effect of over 80% in size; some results filed as inactive show a strong effect at the top dose
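Compounds are tested at multiple concentrations on MCF7 BRCA1-luciferase reporter cells seeded at 2000 per well; after 48 h, a single luminescence end-point is taken and curves fitted to the normalized data.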
ELG1 genotox: qHTS screen for small molecules that induce genotoxicity in human embryonic kidney (HEK293T) cells expressing luciferase-tagged ELG1 | HEK293T ELG1-luciferase reporter, luminescence, 16 h | Potency, µM (top dose mostly 46 µM), for inactives: at the top dose activity change, positive = activation, actives largely listed as activators | hit rate 1.3% among 330,000; further: potency means the concentration at half of the fitted maximal effect; % of control where 0% means no effect; nearly all actives have a fitted effect of over 60% in size
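Quantitative HTS format in 1536-well plates. HEK293T ELG1-luciferase reporter cells receive test compound and are incubated 16 hr at 37 °C, 5% CO2; ONE-Glo added, 30 min room temperature, then luminescence read.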
NPC1 promoter act: qHTS Assay for NPC1 Promoter Activators; hit rate 2.4% among 320,000; Huh7 NPC1 promoter luciferase reporter, 24 h; AID 485313, 2010; Potency, µM (top dose mostly 9.22 µM), without a hit: top-dose activation, actives largely listed as activators;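 further: potency means the concentration at half of the fitted maximal effect; % of control where 0% means no effect; nearly all actives have a fitted effect of over 60% in size; reporter is driven by a mutant NPC1 promoter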
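Readout is luciferase luminescence, reflecting NPC1 promoter activation in stably transfected Huh7 cells after 24 h compound exposure at 37 °C in reduced-serum medium with 10% FBS.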
Menin MLL FP TR: qHTS Assay for Inhibitors Targeting the Menin-MLL Interaction in MLL Related Leukemias: Competition With Texas Red Labeled MLL-derived Mutant Peptide; O00255; Menin + Texas Red MLL mutant peptide, fluorescence polarization; Potency, µM (doses to about 61.6 µM), inactives show top-dose FP activity change, negative = inhibition, usual class: inhibitors; hit rate 0.23% among 270,000; active means well fitted inhibition curve with a large enough effect in the polarisation, with a control signal flat, not every such curve was filed as active; inconclusive means small, poorly fitted or top-dose-only effect, or effect the other way, or a change in a side signal; inactive means no such curve, though single readings can be large or run the other way; the % refers to the polarisation; further: potency means the concentration at half of the fitted maximal effect; % of control where 0% means no effect; many of its hits are not listed in these tables
Target sequence (O00255 whole entry, looked up): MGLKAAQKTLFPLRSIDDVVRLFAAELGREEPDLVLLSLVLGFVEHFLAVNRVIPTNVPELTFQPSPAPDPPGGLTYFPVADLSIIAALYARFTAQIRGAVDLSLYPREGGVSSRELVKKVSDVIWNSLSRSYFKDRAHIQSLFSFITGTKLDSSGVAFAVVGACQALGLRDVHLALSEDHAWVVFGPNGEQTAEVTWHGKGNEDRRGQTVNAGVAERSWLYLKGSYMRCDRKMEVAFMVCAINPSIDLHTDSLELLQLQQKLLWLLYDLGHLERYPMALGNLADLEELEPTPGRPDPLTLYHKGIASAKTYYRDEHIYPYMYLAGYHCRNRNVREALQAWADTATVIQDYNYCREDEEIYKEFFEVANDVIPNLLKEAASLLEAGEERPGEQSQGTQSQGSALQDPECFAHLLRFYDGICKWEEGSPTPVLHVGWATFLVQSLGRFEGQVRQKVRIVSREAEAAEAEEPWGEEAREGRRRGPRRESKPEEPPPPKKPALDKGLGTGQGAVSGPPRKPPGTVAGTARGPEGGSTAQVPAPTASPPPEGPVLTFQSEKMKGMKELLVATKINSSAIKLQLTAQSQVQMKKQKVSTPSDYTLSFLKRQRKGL
p53 reactivation: qHTS assay for re-activators of p53 using a Luc reporter | hit rate 0.063% among 320,000 | H1299 p53-A138V BP100-luciferase reporter, luminescence, 24 h | Potency, µM (highest dose often 92.2 µM), inactives show at the top dose activity change, positive = activation, most hits filed as activators; further: potency means the concentration at half of the fitted maximal effect; % of control where 0% means no effect; nearly all actives have a fitted effect of over 45% in size
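p53-null H1299 cells stably carrying temperature-sensitive p53-A138V and a BP100-luciferase reporter were pinned with compounds (4-point, 1:5 series) and held 24 hrs at 37 deg C. Luminescence was read 10 min after detection reagent.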
Rab9 promoter act: qHTS Assay for Rab9 Promoter Activators; Potency, µM (top dose mostly 9.22 µM), for the others: top-dose activation, negative = inhibition, hits mostly activators; Huh7 Rab9 promoter-luciferase reporter, luminescence, 24 h; hit rate 2.8% among 320,000; further: potency means the concentration at half of the fitted maximal effect; % of control where 0% means no effect; nearly all actives have a fitted effect of over 60% in size
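Cells were plated at 1500 per well in reduced-serum medium with 10% FBS and left 2 h. Compound in DMSO was then added for 24 h at 37 °C. Reporter signal was read by luminescence after 10 min with luciferase detection reagent.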
PKM2 activator: qHTS Assay for Activators of Human Muscle isoform 2 Pyruvate Kinase; AID 1631, 2009; Potency, µM (top dose mostly 57.5 µM), inactives show top-dose activation, hits mostly activators; Pyruvate kinase PKM (Homo sapiens), P14618; hit rate 0.34% among 260,000; purified PKM2, Kinase-Glo ATP luminescence, activation; response scale: 0% is enzyme alone, no compound; further: potency means the concentration at half of the fitted maximal effect; on the % scale 0 is the no-effect control and ±100 the full control effect; nearly all actives have a fitted effect of over 55% in size
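Purified hPK-M2 (>95%) run at intermediate activity with 0.1 mM ADP and 0.5 mM PEP in 50 mM imidazole pH 7.2, KCl, MgCl2; 1 h room temperature. ATP formed read by Kinase-Glo luminescence; normalized to uninhibited and no-enzyme controls.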
FLuc modulator: qHTS profiling assay for firefly luciferase inhibitor/activator using purifed enzyme and Km concentrations of substrates (counterscreen for miR-21 project) | Luciferin 4-monooxygenase (Photinus pyralis), P08659 | purified FLuc, Km substrates, luminescence inhibition | Potency, µM (titrated, usually from 57.5 µM), for the others: top-dose activity change, negative = inhibition, usual class: inhibitors | hit rate 6.9% among 360,000;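 further: potency means the concentration at half of the fitted maximal effect; plate controls were vehicle for no effect and reference inhibitor for full effect; nearly all actives have a fitted effect of over 55% in size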
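Purified P. pyralis luciferase, 10 nM final, with Km-level 10 uM D-luciferin and 10 uM ATP in 50 mM Tris acetate pH 7.5, 10 mM Mg acetate, 0.01% Tween-20, 0.05% BSA; 6-point qHTS titration about 60 µM downward; luminescence read.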
Gal4-VP16 FLuc: VP16 counterscreen qHTS for inhibitors of ROR gamma transcriptional activity; hit rate 3.5% among 310,000; Potency, µM (series often up to 53.6 µM), without a hit: at the top dose activity, negative = inhibition, hits mostly inhibitors; Drosophila S2 Gal4-VP16 UAS-luciferase, luminescence, 20 h;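 further: Gal4-VP16 expression switched on by copper sulfate through the metallothionein promoter; potency means the concentration at half of the fitted maximal effect; on the % scale 0 is the no-effect control and ±100 the full control effect; nearly all actives have a fitted effect of over 50% in size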
RORg inh: qHTS for inhibitors of ROR gamma transcriptional activity. Potency, µM (titrated, usually from 53.6 µM), for inactives: at the top dose activity change, negative = inhibition, hits mostly inhibitors. AID 2551, 2010. hit rate 5.4% among 310,000. Drosophila S2 Gal4-RORgamma UAS-luciferase reporter, 20 h. Nuclear receptor ROR-gamma (Mus musculus), P51450; further: potency means the concentration at half of the fitted maximal effect; on the % scale 0 is the no-effect control and ±100 the full control effect; nearly all actives have a fitted effect of over 60% in size
Target sequence (P51450 whole entry, looked up, the tested form may be a part): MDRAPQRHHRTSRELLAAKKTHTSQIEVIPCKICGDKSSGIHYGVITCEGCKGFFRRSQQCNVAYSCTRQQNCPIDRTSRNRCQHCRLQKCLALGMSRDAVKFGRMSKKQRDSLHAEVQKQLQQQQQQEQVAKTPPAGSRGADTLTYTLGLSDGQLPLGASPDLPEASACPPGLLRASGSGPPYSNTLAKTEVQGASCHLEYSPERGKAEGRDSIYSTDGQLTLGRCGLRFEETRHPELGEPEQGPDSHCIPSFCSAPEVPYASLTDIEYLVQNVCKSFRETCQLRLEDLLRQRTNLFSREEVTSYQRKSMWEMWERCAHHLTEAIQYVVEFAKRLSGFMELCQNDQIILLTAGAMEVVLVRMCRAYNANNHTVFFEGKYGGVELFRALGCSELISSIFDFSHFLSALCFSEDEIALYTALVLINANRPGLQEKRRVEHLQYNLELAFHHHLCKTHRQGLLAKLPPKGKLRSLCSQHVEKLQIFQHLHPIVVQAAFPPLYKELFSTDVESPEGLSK
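Read-out: Photinus luciferase luminescence; inhibitors lower reporter signal. Insect Schneider cells with Gal4-ROR gamma fusion under metallothionein promoter, UAS reporter; 700 uM final copper sulfate induction, 20 hr, ambient temperature.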
Giardia killer: Small Molecules that selectively kill Giardia lamblia: qHTS; Giardia lamblia trophozoite viability; activity change, % at 7.66 µM, hits read low; hit rate 0.15% among 340,000; AID 540267, 2011; in the data active means activity change below about -80%; inconclusive means between about -30% and that limit;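 further: parasites exposed to compound for two days anaerobically before the ATP read; on the % scale 0 is the no-effect control and ±100 the full control effect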
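Luminescent ATP signal served as the viability read-out, measured 15-30 min after adding ATP detection reagent to trophozoites that had been incubated with compounds for 48 hrs at 37 deg C anaerobically at 100 cells/well.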
Starred values were filed as active, the others as inactive; ? = inconclusive; . = no result given; [ ] = remark or other dose. Unless noted, the call rests on the fitted dose curve; in most records, active means well fitted curve in the direction sought with a large enough effect; inconclusive means small, poorly fitted or top-dose-only effect, or another doubt; inactive means no such curve, though single readings can be large; an effect the other way counts as inactive or inconclusive. The list is partial (hit frequency here may not be typical).

Below each SMILES – p53 reactivation, PKM2 activator, Rab9 promoter act, Gal4-VP16 FLuc, NPC1 promoter act, Menin MLL FP TR, Giardia killer, FLuc modulator, RORg inh, BRCA1 expr up, ELG1 genotox
> CC(=O)OCCNc1nc(-c2ccccc2)nc2ccccc12
  2.5%, 3.4%, -4.3%, -22.4%, -2.1%, 7.4%, -8.9, -12.4%, -10.0%, -10.4%, -7.3%
> Cn1cc(CN2CCc3sccc3C2)c(-c2ccccc2F)n1
  -0.9%, 1.4%, -13.5%, -4.7%, 2.7%, -1.8%, -1.9, -2.2%, 10.8%, -3.2%, 0.3%
> CCOC(=O)CSc1nc(C)c(C(=O)OCC)s1
  -13.2%, -5.6%, -0.5%, 1.4%, 1.4%, 22.0%, 9.2, -17.8%, 3.5%, -3.3%, 1.4%
> CCCn1nnnc1SCC(=O)Nc1sc(C)c(C)c1C#N
  1.6%, 7.1%, 0.5%, -8.3%, -3.9%, ., 6.3, 4.3%, 19.5%, -11.5%, -1.8%
> COc1ccc(/C=C/C(=O)NC2=NCCS2)cc1OC
  3.2%, 4.8%, 3.98µM*, 23.1%, 2.82µM*, 2.7%, -10.4, -10.9%, 0.8%, 29.0%, ?
> CC1CCN(S(=O)(=O)c2ccc(NC(=O)c3ccncc3)cc2)CC1
  -18.6%, -3.8%, -5.6%, ?, -12.0%, ., 9.7, 0.3%, -5.2%, -34.6%, -2.9%
> Cc1ccc(-c2cc(C(=O)Nc3ccc4c(c3)OCCO4)c3ccccc3n2)cc1
  ?, -8.7%, 19.5%, -8.3%, 16.4%, -4.4%, 3.8, 9.53µM*, 18.5%, 50.9%, 8.7%
> COc1cc(OC)c(OC)cc1CN1CCN(C(=O)c2cccc3ccccc23)CC1
  -28.5%, 0.8%, -1.4%, 1.1%, -0.8%, -22.4%, -8.3, 1.8%, -28.8%, -21.2%, -0.3%
> O=C(O)c1cccc(NC(=O)c2ccc3c(c2)C(=O)N(c2cccc([N+](=O)[O-])c2)C3=O)c1
  -0.3%, ., -0.8%, -3.6%, 1.8%, -5.0%, 26.4, 3.79µM*, -10.3%, 11.9%, 0.0%
> CCCCC#Cc1ccc(C(=O)NNC(=O)Nc2cc(Cl)cc(Cl)c2)o1
  2.1%, -0.1%, -8.2%, 5.5%, -3.3%, ., 0.4, 1.0%, -1.6%, -26.4%, -6.0%
> CCOC(=O)c1cn2nc(-c3ccc(OC)cc3)cc2nc1C1CCN(C(=O)OC(C)(C)C)CC1
  -8.7%, -0.2%, -0.5%, -10.4%, 0.6%, 3.6%, 4.1, 3.9%, 2.2%, -51.4%, -1.9%
> CCC(=O)Oc1c(C(=O)CC)cc2c(C)cc(=O)oc2c1C
  -6.0%, 6.8%, -1.6%, -14.1%, -4.5%, -13.7%, -12.9, ?, -7.1%, 37.7%, -7.2%
> Cc1c(C(=O)N2CCN(c3ncccn3)CC2)oc2ccc(Cl)cc12
  -3.3%, ., -9.6%, ., 1.1%, ., 8.7, ?, ., 6.2%, -4.7%
> CCOC(=O)C1CCN(C(=O)CCCN2C(=O)c3ccccc3C2=O)CC1
  4.1%, -14.5%, -2.4%, -3.2%, 0.1%, -3.9%, -3.0, 3.3%, 24.3%, -0.4%, 2.3%
> COc1ccccc1Nc1nc(N)nc(CN2CCN(c3ccccc3)CC2)n1
  -2.1%, -13.0%, -2.0%, -14.4%, 6.3%, 10.8%, -19.1, -9.0%, ?, 1.1%, -6.3%
> Cc1ccc(-n2nc3c(SCCN4CCOCC4)nnc(C)c3c2C)cc1
  -5.3%, 2.7%, -9.2%, 2.6%, -4.0%, -6.7%, -19.0, -0.3%, 0.5%, -17.7%, 1.2%
> CSc1ccccc1C(=O)NC1CCCc2ccccc21 (stereo not drawn)
  -2.9%, -5.8%, 0.9%, -4.2%, -1.4%, -13.8%, -16.1, -0.5%, 7.4%, -18.9%, -12.8%
> CCOC(=O)c1cnc(-c2ccccc2)nc1Oc1ccccc1
  -3.5%, -0.9%, 12.8%, 0.9%, -3.2%, 14.8%, -6.0, 2.8%, 8.1%, -47.5%, -0.3%
> CC1=CC(C)C(/C=N/N=C(N)N)C(C)C1 (stereo not drawn)
  -4.3%, 0.2%, -16.3%, -7.1%, -3.4%, ., -6.3, 0.1%, -33.9%, -82.7%, -9.6%
> Cc1cccc(C(=O)N/N=C2/SCC(=O)N2Cc2ccccc2)c1
  -0.9%, -1.8%, 0.0%, -6.7%, 8.4%, -2.5%, 2.4, 4.3%, 16.1%, 12.0%, -0.1%
> CCCCNS(=O)(=O)c1ccc2nc(-c3cccnc3)cc(C(=O)NC3CC3)c2c1
  -6.6%, -1.9%, -9.2%, 3.3%, 0.4%, -3.3%, -13.9, 2.8%, 20.3%, -34.9%, -1.5%
> O=C1CCC(=O)N(c2ccccc2)N1
  -3.8%, ., -7.5%, 4.7%, -2.6%, 16.6%, -5.4, -0.1%, -17.2%, -3.7%, 2.3%
> COc1ccccc1CNC(=O)c1ccoc1C
  -2.1%, 5.8%, 24.6%, 3.7%, ?, 6.2%, -12.0, 2.8%, 2.1%, 12.0%, -6.2%
> COc1ccccc1NS(=O)(=O)c1cccc(C(=O)N/N=C/c2ccc([N+](=O)[O-])o2)c1
  -21.7%, ., -10.6%, ., -13.1%, ., ?, -0.6%, ., -86.4%, 0.3%
> CCn1c(SC)nnc1C1CCN(CC(=O)Nc2ccccc2N2CCOCC2)CC1
  -1.6%, -0.7%, 5.0%, -0.5%, 0.5%, 0.4%, 0.2, -2.2%, 1.4%, -18.2%, ?
> O=C(NCCN1CCOCC1)C1CCN(Cc2ccccc2O)CC1
  -0.2%, -1.2%, -1.6%, 1.8%, -0.6%, -5.6%, 20.0, -1.4%, -6.2%, -1.6%, -1.2%
> Cn1cnnc1SCC(=O)Nc1nc(-c2ccc(F)cc2)cs1
  1.1%, -5.8%, -4.2%, 6.6%, 9.5%, 6.3%, 21.8, ?, 22.6%, 2.3%, -3.6%
> Cc1ccccc1Oc1nc2c(c(=O)n(C)c(=O)n2C)n1C
  -6.5%, ., -3.0%, 2.0%, -5.7%, -14.7%, -5.0, 2.1%, 2.0%, 5.4%, -5.5%
> CC1=C(C)CS(=O)N(S(=O)(=O)c2ccc(Cl)cc2)C1 (stereo not drawn)
  -13.3%, ?, -2.4%, 6.31µM*, -3.4%, 24.7%, -3.4, ?, ?, -60.1%, 5.9%
> CCOC(=O)c1nnn(-c2nonc2N)c1CN1CCCC1
  ., 2.4%, 0.0%, -3.3%, 2.1%, 7.2%, -9.2, 6.2%, -5.4%, -13.8%, 0.1%
> N#Cc1nc(Cc2cccc3ccccc23)oc1N1CCN(c2ccccc2)CC1
  1.9%, -6.8%, -28.1%, -3.7%, -0.4%, 8.7%, -4.9, -0.8%, -5.7%, -12.7%, -1.8%
> O=S(=O)(Nc1ccccn1)c1cnc(Cl)c(Br)c1
  -3.4%, -7.1%, 1.6%, 1.3%, -4.1%, 3.9%, 13.5, 2.4%, 8.3%, -11.9%, -0.5%
> Cc1cc(OC(=O)c2ccccc2C)c([N+](=O)[O-])c(=O)[nH]1
  -2.7%, ., 0.3%, -3.7%, -2.5%, ., 26.1, -1.2%, -14.0%, 7.4%, -4.1%
> O=C(Cc1cccs1)NC(c1ccccc1)c1ccccc1
  2.2%, -3.0%, 3.2%, 10.4%, 1.4%, -10.2%, 15.7, -11.5%, 2.5%, 18.8%, 2.1%
> O=Nc1c(O)[nH]c2ccc(Cl)cc12
  -6.2%, -2.6%, -6.7%, -3.4%[10 µM], 1.2%, -1.9%, 4.5, 0.8%, 1.6%, -21.7%, -0.1%
> COc1ccc(N2CCN(c3ncccn3)CC2)cc1
  ?, -3.2%, ?, 21.0%, 19.0%, -8.3%, 17.5, ?, 36.7%, ?, ?
> O=C(Nc1cc(Cl)cc(Cl)c1)Nc1cnccn1
  ?, -6.5%, -0.9%, -6.4%, -5.3%, ., -3.1, 1.4%, 6.7%, -0.5%, 16.1%
> Cc1ccc(F)c(CNC(=O)C2CCC(=O)N(Cc3ccccn3)C2)c1F (stereo not drawn)
  -2.6%, ., 14.4%, 11.6%, -1.7%, ?, ?, 0.1%, -3.2%, 1.6%, 2.0%
